Screens as filed in PubChem.
SDO1 yeast rescue – restores growth of sdo1-depleted yeast | S. cerevisiae sdo1-depleted JHY4D growth rescue, OD600 30 h; active compounds read high; pdr5 snq2 efflux-pump mutant strain | z-score at 10 µM | hit rate 0.21% among 140,000 | AID 817;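 active = z-score above 3 at both the 24 hr and the 30 hr optical density reads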;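 note: z-score against mean and SD of all compound wells on the same plate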
INS promoter inh – TRM-6 insulin promoter activity inhibition; AID 1273; hit rate 0.9% among 130,000; inhibition, % at 2 µM; TRM-6 cells (human fetal islet line), insulin promoter-eGFP reporter, imaging; reporter expression induced with tamoxifen;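 active = inhibition above the mean plus 3 SD, with well images judged a real hit on visual review, cut at about 60% in these data, passing the limit was not always enough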
SDO1 yeast rescue Rescue 24 h – recorded beside SDO1 yeast rescue, whose call it bears; z-score; S. cerevisiae sdo1-depleted JHY4D growth rescue, OD600; measured here: growth rescue at 24 h;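 0 is the plate mean of compound wells and units are plate SD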
An asterisk follows results filed as active; . = not tested or not shown. Not all compounds are listed. The share of hits here may be higher or lower than overall.

mol | SDO1 yeast rescue | SDO1 yeast rescue Rescue 24 h | INS promoter inh
COc1cc(/C=N/NC(N)=S)ccc1OC(=O)c1ccc(C)cc1 | -1.35 | -0.32 | -39.3
O=C(Nc1sc2c(c1C(=O)O)CCCCC2)c1ccco1 | 0.1 | -0.69 | 21.4
Cc1ccc(C2CC(=O)C=C(NCC(C)C)C2)cc1 (configuration not stated) | 0.14 | -0.26 | 53.3
COc1ccc(CCNC(=O)COC(=O)/C=C/c2ccc(OCC#N)c(OC)c2)cc1OC | 0.07 | -0.89 | 39.7
COc1ccc(/C=N/N2C(=O)CSC2=S)cc1 | 0.23 | 0.21 | -37.8
CN1C(=O)CCC1(O)c1ccccc1 (configuration not stated) | 0.44 | 0.09 | 5.3
COc1ccc(OC)c(-n2nnnc2SCC(=O)Nc2ccc3c(c2)OCCO3)c1 | 0.86 | 1.78 | -23.1
CNC(=S)NNC(=O)c1cccc(C(F)(F)F)c1 | 0.92 | 0.23 | 0.0
CCOC(=O)C1=C(C(F)(F)F)Nc2ncnn2C1c1ccc(OC)c(OC)c1OC (configuration not stated) | -0.66 | -1.27 | 42.9
CC(=O)C(Cc1cnc(Cl)s1)(Cc1cnc(Cl)s1)C(C)=O | 0.48 | -0.32 | 30.0
c1ccc(Cc2nnc3sc(-c4ccccn4)nn23)cc1 | -0.11 | -0.57 | 71.4
O=C(CN(CCc1ccccc1)S(=O)(=O)c1ccc(Br)cc1)N/N=C/c1ccccc1C(=O)O | . | . | -33.3
CCOCCCn1c(SC(C(=O)Nc2cc(C)ccc2C)c2ccccc2)nnc1-c1ccc(Cl)cc1 (configuration not stated) | 0.53 | 1.1 | .
COc1c(F)c(F)c(C(=O)O)c(Nc2cc(C)cc(C)c2)c1F | . | . | -8.3
CCN1C(=O)c2ccc(C(=O)NCc3ccccc3)cc2C1=O | 0.04 | -0.34 | -57.9
COCCCn1c(SCC(=O)NCc2ccccc2)nc2ccccc2c1=O | 0.25 | 0.27 | -54.3
CCCc1cc(C(=O)NC2CCCCC2)no1 | 0.28 | 0.14 | .
COc1ccc(C(C(=O)NC2CCCC2)N(C(=O)c2snc(-c3ccc(F)cc3)c2N)c2ccc(OC)cc2)cc1 (configuration not stated) | -0.77 | -0.72 | 45.8
CC1=NN(c2ccc(C)cc2C)C(=O)C1C(c1ccccc1O)C1C(=O)N(c2ccc(C)cc2C)N=C1C (configuration not stated) | -0.06 | -0.41 | 33.3
CC(=O)NC1CC2CCCC(C1)N2C(=O)Nc1ccc(Cl)c(C(F)(F)F)c1 (configuration not stated) | -0.83 | -2.45 | .
O=C1CCC(C(=O)OC(C(=O)c2c[nH]c3ccccc23)c2ccccc2)=NN1 (configuration not stated) | 0.86 | 0.72 | 20.0
CCNC(=S)N(Cc1c(C)noc1C)c1ccccc1 | 0.63 | 0.25 | 36.1
Cc1ccc(N2C(=O)NC(C(F)(F)F)(C(F)(F)F)C3=C2CC(C)(C)CC3=O)cc1 | -0.58 | -0.58 | 18.5
Cc1csc(NC(=O)CCCSc2nc3ccccc3s2)n1 | -1.5 | -0.97 | -55.6
Cc1cc(CN2CCN(CCC#N)CC2)c(O)c(C2(C)CCCCC2)c1 | -3.12 | -1.61 | 41.7
CCOc1ccc(C(=O)NC(=S)Nc2ccccc2N2CCCCC2)cc1[N+](=O)[O-] | -0.8 | -0.54 | 24.3
Cn1cc(CN2CCCCC2c2ccccn2)c(-c2ccc3c(c2)OCCO3)n1 (configuration not stated) | . | . | 56.5
CCOC(=O)N1CCC(NC(=O)c2ccc3c(Cl)c4c(nc3c2)CCCC4)CC1 | 0.06 | 0.03 | -20.0
COc1ccccc1CNC(=O)CCC(=O)Nc1nnc(C(C)C)s1 | 0.18 | -0.52 | 6.2
CC(=O)N1N=C(c2ccc(Cl)cc2)OC1c1ccc(C(C)C)cc1 (configuration not stated) | -1.9 | -1.37 | 11.4
O=C(Cn1cnc2ccccc21)NC(c1ccccc1)c1ccccc1 | 0.09 | -0.01 | 8.3
Cc1cc(C(=O)N/N=C/c2cccc(Cl)c2Cl)no1 | 0.21 | -0.5 | -40.0
CCc1ccc2nc(N3CCN(C)CC3)c(C#N)cc2c1 | -0.64 | -1.08 | .
O=C(Cn1cc(C(F)(F)F)ccc1=O)NC(c1ccccc1)c1ccccc1 | 0.71 | -0.1 | -13.3
Cc1cccc(CSc2nnc(NC(=O)c3ccco3)s2)c1 | -1.46 | -0.47 | -34.3
CC(C)OC(=O)CSc1n[nH]c(-c2cccnc2)n1 | 0.53 | 1.07 | .
COc1ccc(NCC(=O)N/N=C/C(C)c2ccccc2)cc1 (configuration not stated) | . | . | 9.1
CCN(CC)S(=O)(=O)c1ccc(N2CCOCC2)c(NC(=O)C2CCCC2)c1 | 0.05 | -0.25 | 10.5
COCCNS(=O)(=O)c1ccc(C2CNC(=O)C2)cc1 (configuration not stated) | 0.52 | -0.01 | .
O=S(=O)(Nc1cccc(CCc2ccccn2)c1)c1ccc2ccccc2c1 | -0.87 | 0.51 | -6.7

Compound profiles, as listed above. Order of values: SDO1 yeast rescue | SDO1 yeast rescue Rescue 24 h | INS promoter inh
Record of O=C(Cn1cnc2ccccc21)NC(c1ccccc1)c1ccccc1 : 0.09 | -0.01 | 8.3
Record of CCN(CC)S(=O)(=O)c1ccc(N2CCOCC2)c(NC(=O)C2CCCC2)c1 : 0.05 | -0.25 | 10.5

(list continues)
mol | SDO1 yeast rescue | SDO1 yeast rescue Rescue 24 h | INS promoter inh
Cc1nc(NC(=S)NC(=O)COc2ccc(Cl)cc2)ccc1Br | 2.3 | 2.77 | -6.1
O=C(c1cccn2c(=O)c3ccccc3nc12)N1CCN(c2ccccn2)CC1 | -0.19 | -0.12 | -118.2
c1coc(-c2nnc3sc(Cc4cccs4)nn23)c1 | -0.36 | -0.33 | 13.3
CCOP(=O)(OCC)C(NC(=O)Nc1ccc(Cl)c(Cl)c1)c1ccccc1 (configuration not stated) | 0.58 | 0.97 | 18.2
COc1cc(/C=N/NC(=O)CC2(C)OCCO2)cc(Br)c1O | . | . | 28.6
CNC(=O)c1ccccc1NC(=O)C1CC(=O)N(c2ccc(OC)cc2)C1 (configuration not stated) | . | . | 17.9
Cc1ccc(-n2nnnc2-c2cnc3ccc(Cl)cc3c2-c2ccccc2)cc1 | -0.81 | -0.13 | 21.9
NC(=O)[C@@H]1CCCNc2c(I)cc([N+](=O)[O-])cc2C(=O)N[C@@H](Cc2ccccc2)C(=O)N[C@@H](Cc2cnc[nH]2)C(=O)N1 | 0.67 | 0.4 | -285.0
COc1ccc(NC(C)=O)cc1NC(=O)CSc1nnc(-c2ccccc2)n1N | 0.98 | 0.45 | 58.8
OC(COCc1cccs1)CN1CCN(c2ccccn2)CC1 (configuration not stated) | 0.77 | 0.9 | -90.9
CCCCC(=O)OCC(=O)Nc1ccc(SC(F)F)cc1 | . | . | 5.9
CC(=O)Nc1ccc(OCC(O)CN2CCN(c3cc(Cl)ccc3C)CC2)cc1 (configuration not stated) | 1.11 | 0.94 | 12.5
COc1ccc(C(=O)Nn2c(SCC(=O)c3ccccc3)nc3ccccc3c2=O)cc1 | -0.26 | -0.38 | -40.0
Cc1cc(Nc2ccc(Br)c(C)c2)n2nc(C)nc2n1 | -1.39 | -1.45 | 28.6
COCCn1c(=NC(=O)c2ccc(S(=O)(=O)N3CCc4ccccc4C3)cc2)sc2cc(OC)ccc21 | -0.13 | 1.29 | -37.5
Cc1[nH]c2ccccc2c1C(=O)COC(=O)Cn1cnc2ccccc21 | 0.92 | 0.39 | .
O=C(NC1(C(F)(F)F)N=C(c2ccccc2)NC1=O)c1ccc(Cl)cc1Cl (configuration not stated) | 0.17 | 0 | .
O=C(/C=C/c1cccc([N+](=O)[O-])c1)Nc1ccccc1N1CCOCC1 | -0.04 | 0 | 33.3
CC(C)Oc1ccc(C(=O)NC2(C(F)(F)F)N=C3SCCN3C2=O)cc1 (configuration not stated) | 1.09 | 1.01 | -8.3
CCCCCCCCNC(=O)C(CCC(=O)OCc1ccccc1)NC(C)=O (configuration not stated) | -0.19 | 0.43 | -13.3
CCCC1(C)Nc2ccccc2-c2nc3ccccc3n21 (configuration not stated) | 0.68 | 0.94 | 58.8
CC(C)CC(C(=O)Nn1cnnc1)N1C(=O)c2ccccc2C1=O (configuration not stated) | 1.12 | 1.31 | 12.1
O=C(/C=C/c1ccco1)NC(=S)Nc1nc(-c2ccc(Cl)cc2)cs1 | -0.55 | 0.19 | .
Oc1ccccc1-c1nnc(SCCN2CCOCC2)n1Cc1ccccc1 | 1.24 | 1.26 | -53.3
O=C(CSc1nc(-c2cccs2)cc(C(F)(F)F)n1)Nc1cc(OCC(F)(F)C(F)F)cc([N+](=O)[O-])c1 | -0.92 | -1.13 | 60.7
O=C(/C=C\c1cccs1)c1c(O)ccc2ccc(=O)oc12 | -1.39 | -0.98 | 7.1
O=C(Nc1c2c(nn1-c1ccc(F)cc1)CS(=O)C2)c1ccc(S(=O)(=O)N2CCOCC2)cc1 (configuration not stated) | . | . | 55.6
CC(C)c1nnc(NC(=O)CCC(=O)Nc2ccc(F)cc2)s1 | -0.55 | -0.47 | .
CSCCC(NC(=O)c1ccco1)C(=O)OCc1cc([N+](=O)[O-])cc2c1OCOC2 (configuration not stated) | . | . | -16.7
CCCn1cnc2c(c1=O)c1nc3ccccc3nc1n2CCc1ccccc1 | -1.49 | -0.41 | .

Individual results from the list.
SDO1 yeast rescue Rescue 24 h, COc1ccc(/C=N/N2C(=O)CSC2=S)cc1 is entered as 0.21
INS promoter inh, c1coc(-c2nnc3sc(Cc4cccs4)nn23)c1 is entered as 13.3
SDO1 yeast rescue, Cc1csc(NC(=O)CCCSc2nc3ccccc3s2)n1 is entered as -1.5
SDO1 yeast rescue, Cc1ccc(C2CC(=O)C=C(NCC(C)C)C2)cc1 (configuration not stated) is entered as 0.14

Remaining list, next part:
mol | SDO1 yeast rescue | SDO1 yeast rescue Rescue 24 h | INS promoter inh
COc1ccc(-n2c(C)nn(C)c2=O)c(OC)c1 | -0.02 | -0.69 | 0.0
COc1ccc(CNC(=O)CSc2nc3ccc(N)cc3s2)cc1 | -1.15 | -1.01 | -16.9
O=C1COc2ccc(C(=O)c3ccccc3)cc2CN1 | 0.37 | -0.01 | 35.3
COC(=O)N/N=C/c1cn(CCCOc2ccc(C)cc2)c2ccccc12 | -1.48 | -0.87 | 0.0
CC1CCCC(NC(=O)Nc2cccs2)C1C (configuration not stated) | -0.85 | -0.82 | -9.4
Cc1nn(-c2ccc(F)cc2)c2c1cc(C#N)c1nc3ccccc3n12 | -0.41 | -0.75 | 27.3
CC1(C)CC(c2csc(N)n2)CCO1 (configuration not stated) | 0.47 | -0.26 | .
COc1ccccc1-c1c(C(F)(F)F)oc2cc(OC(=O)c3ccccc3[N+](=O)[O-])ccc2c1=O | 0.33 | 1.1 | -8.6
CCOc1ccc(CCNC(=O)COC(=O)/C=C/c2ccc(OCC#N)c(OC)c2)cc1OCC | 1.28 | 0.5 | -46.7
CCCn1c(N)c(N(C)C)c(=O)n(CC(=O)Nc2ccc(OC(F)(F)F)cc2)c1=O | -0.41 | -0.95 | .
CC(C)c1[nH]nc2c1C1(CCN(Cc3ccccc3)CC1)C(C#N)=C(N)O2 | 0.98 | 0.62 | .
Cn1c(N)c(C(=O)CSc2ccccn2)c(=O)n(C)c1=O | -0.16 | 0.2 | -21.4
COc1cccc(Nc2ncnc3c2cnn3C)c1 | -0.04 | -0.04 | -15.4
Nc1ccc(N2CCN(C(=O)c3ccco3)CC2)cc1 | -0.25 | -1.03 | 33.3
COc1ccc(-n2c(=O)cc(N3CC(C)OC(C)C3)[nH]c2=O)cc1 (configuration not stated) | 0.36 | -0.72 | 39.5
Cc1ccc(NCc2nnc(SCC(=O)OC3CCCCC3)o2)c(C)c1 | -0.67 | -0.78 | 18.2
Cc1c(C(=O)O)sc2ncn(C)c(=O)c12 | 1.18 | 0.01 | -3.6
C=CCn1c(C)cc(C2=NNC(=NCC)SC2)c1C | -0.38 | 0.07 | -16.2
COc1ccc(N2CCN(C(c3ccccc3OC)c3nnnn3C3CCCC3)CC2)cc1 (configuration not stated) | -1.01 | -0.59 | .
Cn1c(N2CCOCC2)nc2c1c(=O)n(Cc1ccc(Cl)cc1)c(=O)n2C | . | . | 11.1
CC(=O)C1C(c2ccc(F)cc2)NC(=O)NC1(O)C(F)(F)F (configuration not stated) | 1 | 0.52 | 45.5
COC(=O)CNc1nc(-c2cccnc2)nc2ccccc12 | 0.62 | 0.61 | 3.7
COc1ccc(-c2nc(CS(=O)CC(=O)NCc3ccco3)c(C)o2)cc1OC (configuration not stated) | 0.06 | -0.68 | .
O=C(c1ccc(F)cc1)N1C2CCC1CC(O)(c1ccccc1F)C2 (configuration not stated) | 0.27 | 0.15 | .
O=C(Nc1cccnc1)c1ccc(NC(=O)c2ccco2)cc1 | 0.32 | -0.37 | 15.8
CCc1nnc(NS(=O)(=O)c2ccc(N3C(=O)C4CC=C(Cl)CC4C3=O)cc2)s1 (configuration not stated) | 0.22 | 0.14 | 37.8
Cc1noc(/C=C/N(C)C)c1S(=O)(=O)N1CCCC(C(=O)NCc2cccs2)C1 (configuration not stated) | 0.41 | -0.06 | .
COC(=O)CCc1sc(NC2CCCCC2)nc1-c1ccc(OC)cc1 | 1.03 | -0.37 | .
CN(C1CCCCC1)S(=O)(=O)c1ccc(Cl)c(C(=O)O)c1 | 1.22 | 0.71 | .
CC(C)(C)n1ncc2c(=O)n(CC(=O)NC3CCCCC3)cnc21 | 2.12 | 0.99 | .
COc1ccc(/C=C/C(=O)Nc2cccc(F)c2)cc1S(=O)(=O)N1CCOCC1 | . | . | -50.0
COc1ccc(C2(CNC(=O)c3ccco3)CCOCC2)cc1 | 0.95 | 1.16 | -37.8
CC(=O)c1sc2ccccc2c1OC(=O)c1ccco1 | -0.58 | 0.09 | 0.0
Cc1cc(NC(=O)CCCS(=O)(=O)c2nc(-c3cccs3)cc(C(F)(F)F)n2)no1 | -1.51 | -1.6 | 0.0
Cc1ccc2ccccc2c1NC(=O)Cn1nnc(-c2cccnc2)n1 | . | . | 41.7
